Bioassay records (PubChem BioAssay)
human PMI inhibitors: human PMI inhibitors, high substrate, primary screen, biochemical, fluorescence intensity, high mannose 6-phosphate (AID 1220). recombinant PMI enzyme, coupled fluorescence intensity; higher % means a stronger effect. inhibition, % at 20 µM, or IC50 in µM where a hit was titrated. hit rate 0.66% among 190,000
PMI inhibitors: MPI enzyme activity inhibition – biochemical, fluorescence intensity, coupled assay, primary screen (AID 1209) | purified PMI enzyme, coupled fluorescence intensity; higher % means a stronger effect | inhibition, % at 20 µM; hits with a dose series show IC50 in µM | hit rate 0.42% among 190,000;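 also: plate controls were DMSO vehicle for no effect and wells lacking substrate for full effect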
CSM14.1 death rescue: rescue of cells from ER stress-induced death, primary screen, 384-well, CSM14.1, thapsigargin, ATP luminescence (AID 1222); 190,000 tested, under 10 active; CSM14.1 thapsigargin-induced death rescue, ATP luminescence; higher % means a stronger effect; cellular ATP content (survival), % at 20 µM, or EC50 in µM where a hit was titrated;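 active = EC50 below 50 µM in the dose-response confirmation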;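 also: death triggered by thapsigargin at about 15 µM added after 2 h compound pretreatment; cell ATP read after overnight thapsigargin exposure of roughly 18 to 22 hours; normalized against plate controls of thapsigargin alone and 5% DMSO vehicle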
RSV CPE inhibition: RSV antiviral activity via CPE protection, HEp-2 cells, primary 10 µM value included (AID 2391) | one-dose CPE inhibition, % at 10 µM; IC50 in µM for titrated hits | hit rate 0.13% among 310,000 | HEp-2 cells, RSV-induced CPE inhibition; higher % means a stronger effect; in the data active = a potency from the dose series; also: strong numbers were not always called active
SV40 large T antigen: TAg ATPase/helicase activity blockers – biochemical (AID 1903) | hit rate 0.39% among 310,000 | inhibition, % at 20 µM; hits with a dose series show IC50 in µM | SV40 large T antigen ATPase/helicase inhibition assay; higher % means a stronger effect; in the data active = a potency from the dose series; also: strong numbers were not always called active
Salmonella PhoP GFP: PhoP-dependent GFP reporter repression – Salmonella Typhimurium, primary screen (AID 1863); hit rate 0.16% among 300,000; inhibition, % at 50 µM, or IC50 in µM where a hit was titrated; S. Typhimurium PhoP-regulated promoter GFP reporter, 4 h; higher % means a stronger effect;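 active = inhibition over 29.93%, a cutoff 3 SD above the screen mean, later confirmed by dose response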;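 also: 0% = low Mg2+ inducing control and 100% = high Mg2+ repressing control; strong numbers were not always called active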
West Nile antiviral: West Nile virus antiviral activity, cell-based, CPE readout (AID 1621) | hit rate 0.02% among 290,000 | CPE inhibition, % at 10 µM, or IC50 in µM where a hit was titrated | West Nile virus-infected cells, CPE inhibition; higher % means a stronger effect; in the data active = a potency from the dose series; also: strong numbers were not always called active
TNAP activation fold: human TNAP enzyme activators, primary screen, biochemical, luminescent, no phosphate acceptor, uHTS (AID 1001) | purified TNAP, luminescent activation assay, no phosphate acceptor; higher activation fold means a stronger effect | one-dose activation fold at 20 µM; EC50 in µM for titrated hits | hit rate 0.03% among 200,000; in the data active = activation fold from about 3, or a potency from the dose series; inactive = the rest, 99 in 100 with activation fold below about 1.6; also: many of its hits are not listed in these tables
Insulin prom up: MIN6 insulin promoter up-regulation. MIN6 insulin promoter-GFP reporter, high-content imaging; active compounds read high. z-score at 5 µM. hit rate 0.3% among 190,000;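 active = z-score above 3 at 5 µM with at least 500 cells counted in the well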
Insulin prom up cell count: also measured in Insulin prom up; calls as there; cell count; measured here: cytotoxicity, nuclei count;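 total cells summed across four imaged fields per well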
* hit, by the source's call; · = not tested or not shown. Rule as the data show it, unless noted: active = inhibition above about 50%; inactive = the rest.

SMILES	human PMI inhibitors	PMI inhibitors	CSM14.1 death rescue	RSV CPE inhibition	SV40 large T antigen	Salmonella PhoP GFP	West Nile antiviral	TNAP activation fold	Insulin prom up	Insulin prom up cell count
Cc1ccc(SCCNS(=O)(=O)c2ccc(F)cc2)cc1	15.7%	18.3%	-0.5%	1.9%	8.4%	-7.7%	0.2%	1.1	0.2	2014
Cc1ccc(-n2cc(CNC(C)Cn3cncn3)c(-c3ccc(F)cc3)n2)cc1 (stereo not given)	-9.9%	1.6%	2.4%	-0.9%	5.4%	4.2%	-1.0%	1	-0.88	1452
N/C(=N\OS(=O)(=O)c1ccc(Cl)cc1)c1cccnc1	-24.2%	-26.9%	-1.6%	0.0%	8.0%	3.0%	3.1%	1.1	0.13	1388
Cc1ccc(C)c(Oc2nnnn2-c2ccccc2)c1	8.0%	5.1%	0.6%	1.7%	-0.6%	10.9%	-0.1%	1.1	0.22	1292
CC1(c2cnc(Nc3ccccc3)s2)CCC(=O)O1 (stereo not given)	7.8%	13.1%	2.1%	2.6%	5.7%	-7.3%	0.3%	1	0.8	1054
Cc1ccc(N2CCN(/N=C/C(Cl)=C/c3ccccc3)CC2)cc1	-4.7%	-4.6%	-1.7%	8.0%	7.6%	-4.9%	-0.6%	1	0.59	1521
NC(=O)CSc1oc(-c2ccco2)nc1S(=O)(=O)c1ccc(F)cc1	·	·	·	1.1%	8.4%	8.3%	-0.4%	·	·	·
Cc1nc2n(n1)C(c1ccccc1)C1=C(CC(c3ccco3)CC1=O)N2 (stereo not given)	-3.6%	0.9%	-0.3%	0.2%	-4.3%	-4.9%	0.4%	0.9	0.03	1275
Nc1cc(C(F)(F)F)cc2c1SCC(=O)N2	0.7%	-13.1%	-2.6%	13.2%	9.6%	3.9%	0.2%	1.1	-0.56	1277
CCn1c(CSc2nnc3ccccn23)nc2cc(C(=O)O)ccc21	8.6%	-2.3%	1.6%	0.4%	17.7%	-12.6%	0.5%	1.2	-0.51	879
COc1ccc(/C=C/CN2CCCC(CCC(=O)NCc3ccc(F)c(F)c3)C2)cc1 (stereo not given)	11.5%	11.2%	-1.5%	-3.6%	10.3%	3.3%	-1.0%	1.1	-0.3	1377
O=C(NCCN1CCOCC1)c1ccc(Cl)c(S(=O)(=O)N2CCCCCC2)c1	-7.2%	-5.0%	-2.7%	-1.5%	5.5%	-1.4%	-0.3%	1	0.22	1077
COc1ccc(/C=C2\SC(N3CCc4ccccc4C3)=NC2=O)cc1OC	4.8%	21.9%	-4.4%	2.7%	22.0%	-7.0%	-0.8%	1.1	·	·
O=C(OCC(=O)N1CCc2ccccc21)c1ccccn1	0.1%	1.7%	-1.3%	3.7%	-1.3%	-1.8%	0.7%	1	0.89	1368
CC(=O)Oc1ccc(-c2nc(-c3cccnc3)no2)cc1	9.4%	10.6%	·	20.4%	4.1%	-7.0%	1.5%	1.1	·	·
N#Cc1c(NC(=O)CSc2nnc(-c3ccccc3O)n2-c2ccccc2)sc2c1CCCC2	-13.0%	-2.9%	-2.3%	6.5%	-4.8%	-9.4%	0.1%	1	0.37	1270
CCOc1ccc(NC(=O)CN(C)CC(=O)NC(C)c2ccccc2)cc1OCC (stereo not given)	6.6%	-3.8%	-0.7%	0.7%	1.7%	2.3%	-0.3%	1.1	0.65	1285
COc1ccc(Cl)cc1N(CC(=O)NCCSCc1ccccc1)S(C)(=O)=O	·	·	·	3.0%	7.9%	6.6%	0.8%	·	·	·
COc1cc(C)c(Br)cc1S(=O)(=O)NCc1ccncc1	12.5%	11.9%	0.1%	-0.4%	22.4%	-3.8%	-1.6%	1.1	-1.51	1425
CCOc1ccccc1C(=O)Oc1ccc2ccc(=O)oc2c1	·	·	·	1.0%	23.4%	-1.1%	-0.5%	·	·	·
COc1ccc(NC(=O)c2c(Cl)n(C)c3ccccc23)cc1	2.3%	0.4%	-2.7%	-0.6%	-2.5%	-12.2%	0.2%	1.1	0.67	1458
Cc1ccccc1CCN1CCCC(CN(C)C(=O)C(=O)c2ccco2)C1 (stereo not given)	·	·	·	-0.3%	15.1%	-4.7%	-1.3%	·	·	·
CCn1cc(C(=O)NCc2cccc(C(F)(F)F)c2)c(=O)c2ccc(C)nc21	·	·	·	-0.8%	9.1%	-5.5%	-0.7%	·	·	·
CCOC(=O)c1c(C)nc2sc3c(=O)n(-c4ccc(C(C)=O)cc4)nnc3c2c1-c1ccc(Cl)cc1	6.5%	11.8%	3.1%	·	1.5%	7.2%	0.7%	1	-0.83	1663

Full records, quoted from the list. Screens in order: human PMI inhibitors	PMI inhibitors	CSM14.1 death rescue	RSV CPE inhibition	SV40 large T antigen	Salmonella PhoP GFP	West Nile antiviral	TNAP activation fold	Insulin prom up	Insulin prom up cell count
COc1cc(C)c(Br)cc1S(=O)(=O)NCc1ccncc1 across the screens: 12.5%	11.9%	0.1%	-0.4%	22.4%	-3.8%	-1.6%	1.1	-1.51	1425
O=C(OCC(=O)N1CCc2ccccc21)c1ccccn1 across the screens: 0.1%	1.7%	-1.3%	3.7%	-1.3%	-1.8%	0.7%	1	0.89	1368

Following part:
SMILES	human PMI inhibitors	PMI inhibitors	CSM14.1 death rescue	RSV CPE inhibition	SV40 large T antigen	Salmonella PhoP GFP	West Nile antiviral	TNAP activation fold	Insulin prom up	Insulin prom up cell count
COc1ccccc1CNC(=O)C1CCC(CNS(=O)(=O)c2cccs2)CC1 (stereo not given)	·	·	·	0.6%	7.8%	8.4%	-0.7%	·	·	·
Cc1ccc(-n2nc3c(c2NC(=O)C(C)(C)C)CS(=O)(=O)C3)cc1	·	·	·	0.6%	6.4%	1.2%	0.1%	·	·	·
COc1ccc(CNC(=O)CN(Cc2ccco2)C(=O)CNS(=O)(=O)c2ccccc2)cc1	·	·	·	2.0%	23.8%	-5.3%	-0.7%	·	·	·
COc1ccc(C(=O)NN2CCOCC2)cc1	·	·	·	2.6%	11.6%	-7.7%	-0.6%	·	·	·
CCOc1ccc2ccccc2c1C1NC(=S)N(C)C(C)=C1C(=O)OC (stereo not given)	7.9%	-13.9%	-0.8%	-1.5%	4.9%	4.4%	-0.1%	1	0.12	1202
Cn1c(=NC(=O)C2CC2)sc2cc(F)cc(F)c21	0.6%	3.0%	1.3%	24.8%	15.1%	-3.7%	-0.4%	1	-0.1	835
O=C(NCCc1ccccc1Cl)C1CCN(S(=O)(=O)c2cccs2)CC1	-1.1%	4.3%	0.7%	0.9%	2.8%	5.1%	-0.4%	1.1	-0.19	714
COc1cccc(OC)c1C(=O)NC(=S)Nc1ccc(N2CCOCC2)c(Cl)c1	15.4%	14.4%	-2.3%	1.2%	3.1%	-4.5%	-0.4%	1.1	0.48	1424
CC(C)CCNC(=O)c1ccc(-c2ccccc2)cc1	4.3%	1.3%	-1.1%	6.8%	8.5%	-4.1%	-0.2%	1.1	-0.49	1382
O=C(O)C1C(c2ccccc2)C(C(=O)Oc2ccccc2)C1c1ccccc1 (stereo not given)	-2.4%	2.1%	-2.3%	0.8%	9.3%	-5.6%	1.2%	1.1	·	·
CCNC(=S)N1CCN(CC(=O)Nc2ccc(OC)cc2)CC1	-2.2%	-4.6%	0.6%	-0.4%	11.5%	1.3%	0.3%	1.1	0.62	1546
O=C(Nc1cccc(-n2cnnn2)c1)c1cnccc1Cl	·	·	·	4.5%	12.9%	-4.7%	-0.5%	·	·	·
COc1ccccc1-c1ocnc1C(=O)N1CCN(C(=O)C(c2ccccc2)c2ccccc2)CC1	·	·	·	8.1%	-8.5%	4.3%	-1.0%	·	·	·
CN1C(=O)/C(=C/c2cccc(Cl)c2)Sc2ccc(C(=O)NCc3cccnc3)cc21	9.6%	4.4%	-0.1%	6.0%	3.3%	-8.8%	-1.3%	1	-1.17	1163
CC(=O)Nc1ccc2nc(NC(=O)COc3ccc(C)cc3)sc2c1	-14.8%	-10.5%	0.6%	2.6%	5.0%	-4.9%	0.2%	1.1	-0.17	1290
COCCN(Cc1cc2cc(C)cc(C)c2nc1Cl)C(=O)Nc1ccccc1	17.2%	18.8%	0.1%	0.3%	5.8%	3.4%	0.2%	1.1	-0.69	1673
COc1ccccc1NC(=O)CSc1nnc(-c2ccc(C)cc2)o1	1.4%	0.5%	-4.8%	4.2%	·	·	-0.4%	1.2	0.35	1229
CC1=C(C(=O)N2CCOCC2)C(c2c(C)cc(C)cc2C)NC(=S)N1 (stereo not given)	-2.1%	-4.8%	2.1%	-1.2%	10.3%	-1.6%	-0.1%	1	0.84	1403
COc1ccc(C(=O)NCc2nnc(SCC(=O)N3CCc4ccccc43)o2)cc1OC	-0.9%	0.2%	6.9%	1.8%	10.6%	-5.9%	-0.2%	1.1	-0.32	964
CC(=O)Nc1ccc(NC(=O)C2CCCN2C(=O)Nc2ccccc2[N+](=O)[O-])cc1 (stereo not given)	-1.4%	-1.9%	-0.1%	-0.9%	3.4%	2.8%	0.2%	1.1	0.06	1423
CN1C(=O)C(CC(=O)O)S/C1=N\N=C\c1ccc(O)cc1O (stereo not given)	·	·	·	1.0%	27.0%	10.9%	0.7%	·	0.06	974
Cc1ccccc1Cn1ccc(NC(=O)c2cc3ncc(Br)cn3n2)n1	12.4%	5.0%	-0.7%	1.9%	0.2%	-10.4%	0.2%	1.2	-0.44	1496
Cc1cccc(NC(=O)CCCc2ccccc2)c1C	·	·	·	2.2%	11.5%	-5.5%	-0.2%	·	·	·
CCC(=O)c1cc(F)c(N2CCN(C(=O)c3ccco3)CC2)cc1C	14.3%	18.1%	-0.8%	6.5%	-0.8%	9.5%	-0.5%	1	-0.09	1713
COc1ccc2nc(NC(=O)CS(=O)(=O)c3ccc(C)cc3)sc2c1	·	·	·	0.4%	2.0%	8.5%	-0.4%	·	·	·
CC1CCCN(S(=O)(=O)c2cc3c4c(c2)C(C)C(=O)N4CCC3)C1 (stereo not given)	·	·	·	1.9%	4.5%	-2.0%	0.2%	·	·	·
Brc1cccc(OCCCCN2CCCCC2)c1	13.2%	12.8%	-2.1%	0.0%	6.7%	3.9%	-0.8%	1.2	-0.39	1391
CCN(CC)S(=O)(=O)c1ccc(Cl)c(NC(=O)COC(=O)c2cc(-c3ccccc3Cl)nc3ccccc23)c1	12.4%	11.8%	1.5%	7.3%	7.3%	-23.9%	-0.8%	1.1	0.14	1264
CCn1c(CCNC(=O)c2ccc(Cl)cc2Cl)n[nH]c1=S	2.8%	1.7%	-2.5%	-0.9%	9.9%	0.7%	-0.2%	1	·	·
CCNc1nc(NCC)n2c(SCC(=O)N(CC)C3CCCCC3)nnc2n1	1.1%	12.3%	-2.5%	1.6%	11.5%	-5.0%	-1.0%	1.1	-2.56	591
COCCn1c(=O)[nH]c(=O)c2c(C(F)(F)F)cc(-c3cccs3)nc21	2.0%	9.2%	1.7%	4.6%	4.9%	0.3%	-1.2%	1	·	·
